# Screening results deposited in PubChem BioAssay by several laboratories.
# Wnt act – Wnt/beta-catenin pathway activators, primary screen, cell-based, plate reader, single point. Wnt/beta-catenin reporter cell assay, activator. activation, % at 9.35 µM. hit rate 1.2% among 300,000; in the data active means activation above about 30%, passing the limit was not always enough;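 further: 0% = neutral control wells and 100% = positive control wells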
# V-ATPase pHluor – regulators of yeast V-ATPase proton pumping, primary screen, pHLuorin cytosolic pH fluorescence. S. cerevisiae. response, % at 10 µM. hit rate 0.37% among 350,000; in the data active means response mostly above about 7.3%, no sharp cut-off; inactive means mostly below about 5.4%; further: actives read high; inactives centre near 0; some compounds called inactive have numbers as strong as hits; reference of the scale not given here
# OPRM1-OPRD1 inv – inverse agonists of MOR-DOR heterodimerization, primary screen, cell-based, luminescence. Mu-type opioid receptor (Homo sapiens) + Delta-type opioid receptor (Homo sapiens), …. hit rate 0.21% among 340,000. inhibition, % at 9.3 µM. cell-based MOR-DOR heterodimer luminescence, inverse agonism; in the data active means inhibition above about 22%, passing the limit was not always enough;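 further: 0% = cells with DMSO and 100% = wells without cells with DMSO; values of inactives mirror those of a sister screen read the other way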
# Target sequence (P35372 whole entry, looked up): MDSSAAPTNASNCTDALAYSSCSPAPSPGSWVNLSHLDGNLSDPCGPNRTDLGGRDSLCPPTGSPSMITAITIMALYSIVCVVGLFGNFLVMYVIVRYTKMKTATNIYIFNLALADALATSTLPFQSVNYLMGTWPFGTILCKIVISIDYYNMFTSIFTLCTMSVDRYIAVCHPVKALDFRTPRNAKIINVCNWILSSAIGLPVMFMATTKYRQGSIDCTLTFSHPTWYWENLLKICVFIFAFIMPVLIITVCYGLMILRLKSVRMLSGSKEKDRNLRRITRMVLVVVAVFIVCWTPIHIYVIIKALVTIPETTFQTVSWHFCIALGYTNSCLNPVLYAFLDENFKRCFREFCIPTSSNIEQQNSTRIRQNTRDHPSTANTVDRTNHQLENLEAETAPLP
# Target sequence (P41143 whole entry, looked up): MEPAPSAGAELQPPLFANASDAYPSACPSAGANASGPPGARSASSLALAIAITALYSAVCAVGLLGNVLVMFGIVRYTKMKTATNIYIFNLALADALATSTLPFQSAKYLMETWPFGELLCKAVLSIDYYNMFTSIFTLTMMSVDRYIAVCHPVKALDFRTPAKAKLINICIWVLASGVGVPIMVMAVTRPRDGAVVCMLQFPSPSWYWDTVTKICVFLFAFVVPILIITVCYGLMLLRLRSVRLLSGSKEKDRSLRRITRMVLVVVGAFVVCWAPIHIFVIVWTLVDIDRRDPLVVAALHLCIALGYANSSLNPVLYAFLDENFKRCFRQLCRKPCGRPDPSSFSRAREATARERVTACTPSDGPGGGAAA
# Keap1-Nrf2 PPI – Keap1-Nrf2 protein-protein interaction inhibitors, primary screen, biochemical, fluorescence polarization, single point; Kelch-like ECH-associated protein 1 (Homo sapiens), Q14145; Keap1 Kelch-Nrf2 peptide fluorescence polarization, 1536-well; inhibition, % at 9.4 µM; hit rate 0.15% among 340,000; AID 504523, 2011; in the data active means inhibition above about 12%;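 further: human Keap1 Kelch domain with fluorescein labeled Nrf2 9mer peptide probe; 0% = neutral control wells and 100% = peptide positive control; higher means more block of Keap1 binding to Nrf2 peptide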
# MOR-DOR ag – agonists of OPRM1-OPRD1 heterodimerization, primary screen, cell-based, luminescence; Mu-type opioid receptor (Homo sapiens) + Delta-type opioid receptor (Homo sapiens), …; cells; activation, % at 9.3 µM; hit rate 0.3% among 340,000; AID 504326, 2011; in the data active means activation above about 18%;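 further: 0% = vehicle-treated cells and 100% = reference agonist; values of inactives mirror those of a sister screen read the other way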
# Arr AP2 block – inhibitors of beta-arrestin/AP2 binding, primary screen, biochemical, GPCR trafficking, flow cytometry; beta-arrestin 1 C-terminal peptide binding to AP2 beta2-adaptin appendage (human); inhibition, % at 10 µM; FITC-arrestin peptide / GST-AP2 beads; AP2 beta2 appendage carries R879A mutation; hit rate 0.31% among 340,000;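 active means inhibition above a set limit, near 3 SD of compounds lacking own fluorescence, cut at about 54% in these data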;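 further: plate controls were DMSO wells for no effect and 5 µM unlabelled arrestin peptide for full effect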
#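 System: GST-tagged AP2 beta2-adaptin appendage (R879A) on 4 µm glutathione beads / Reagent: FITC-arrestin peptide, 50 nM / Detection: HyperCyt-sampled flow cytometry, FL1 channel, ex 488/em 535 nm / Timing: 12 min plus 1 h, RT / Buffer or medium: PBS plus Tween 20 (0.05%) and BSA (0.1%)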
# RTF Ca sens act – cardiac RTF calcium sensitivity activators, primary screen, biochemical, IANBD-TnC fluorescence, EC20 calcium | hit rate 0.24% among 340,000 | IANBD-labeled TnC RTF fluorescence at EC20 calcium; 0% EC20 calcium, 100% full calcium | activation, % at 7.2 µM | AID 493008, 2010;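 active means activation above the mean over all tested compounds plus 3 SD, cut at about 30% in these data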;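 further: rise in fluorescence read as greater calcium sensitivity of cardiac thin filaments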
# C-LANA FP – inhibitors of KSHV C-LANA binding to DNA, primary screen, biochemical, fluorescence polarization, FAM-LBS DNA, MBP-C-LANA, single point; Kaposi's sarcoma herpesvirus LANA C-terminal domain (residues 932-1162) DNA binding; inhibition, % at 9 µM; hit rate 0.078% among 340,000;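 active means highest replicate inhibition at or above 60% at 9 µM, even if other replicates fall short; inactive means all replicates below 60% inhibition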;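 further: 0% = neutral control wells and 100% = 4 µM acridine orange control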
# RTF Ca sens inh – cardiac RTF calcium sensitivity inhibitors, primary screen, biochemical, IANBD-TnC fluorescence, EC70 calcium; IANBD-labeled cardiac RTF, Ca2+ fluorescence; hit rate 0.12% among 340,000; AID 493244, 2011; inhibition, % at 7.15 µM;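 active means inhibition above the mean inhibition of all tested compounds plus 3 SD, cut at about 17% in these data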;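 further: assay run at fixed EC70 calcium of 1.6 mM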
# Pemphigus Ab inh – inhibitors of pemphigus antibody binding to DSG3, primary screen, biochemical, bead-based, flow cytometry, scFv-GFP. Desmoglein-3 (Homo sapiens), P32926. hit rate 0.48% among 310,000. DSG3-coupled beads, scFv-anti-DSG3-GFP binding; stronger effect = lower value. binding (percent of control), % at 10 µM;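 active means binding more than 3 SD below its plate's average and above zero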; further: some compounds called inactive have numbers as strong as hits
# The depositor's hits bear a star; / = not tested or not shown.
SMILES,Wnt act,V-ATPase pHluor,OPRM1-OPRD1 inv,Keap1-Nrf2 PPI,MOR-DOR ag,Arr AP2 block,RTF Ca sens act,C-LANA FP,RTF Ca sens inh,Pemphigus Ab inh
CCCn1c(C2CCCN2c2nc(-c3cccc(Br)c3)cs2)nc2ccccc21 (centres undefined),-9,4,-7,0,1.6,6,0,-0.3,0,107
CC(Oc1ccc2ccc(=O)oc2c1)C(=O)NC1CC(C)(C)NC(C)(C)C1 (centres undefined),-2,-1,21,1,-4.0,51,-4,-1.9,-7,100
COc1ccc(-c2cc(C(=O)N(C)CCc3ccc(OC)c(OC)c3)c3ccccc3n2)cc1,-3,-4,-8,3,1.6,4,-1,0.2,-5,107
O=C(COC(=O)C1(c2ccccc2)CCCC1)N1CCNC1=O,0,1,12,-1,-3.0,10,-1,3.0,-6,/
COc1cc(C(=O)NCC2CCCO2)ccc1OCc1ccccc1 (centres undefined),-1,-5,14,-3,-2.7,20,-4,-0.6,-5,104
O=C(CCN1CCN(c2ccccc2)CC1)c1ccc(Br)cc1,0,8,-2,-13,0.4,10,-7,0.5,-10,111
COCCNC(=O)C(c1ccccc1)N(CCOC)C(=O)Cn1nnc2ccccc21 (centres undefined),-2,-6,12,1,-2.0,3,-2,-1.5,1,105
CCOc1ccc(N=NC2C(=O)N(C(N)=S)N=C2C)cc1 (centres undefined),13,-5,10,3,-2.0,-16,8,-0.5,-2,109
CCCCOCCCNS(=O)(=O)Cc1ccccc1,/,-1,6,-1,-1.0,10,-4,-0.6,-10,82
CCOc1ccc(C(=O)NCC(c2cccs2)N(C)C)cc1 (centres undefined),2,0,-51,-5,10,-2,-2,-0.7,0,88
Cc1ccc(Cn2ccc(NC(=O)c3cc(C)on3)n2)cc1,22,6,9,1,-1.6,21,6,2.0,-11,81
Cc1ccc(C)c2c1cc(C)c1nnc(SCC(=O)Nc3cccc(C(=O)O)c3)n12,-2,-3,3,-5,-0.6,-17,4,0.4,-2,101
COc1ccc2c(c1)c(C(=O)N/N=C/c1ccc(Cl)cc1)c(C)n2C,1,-1,7,1,-1.4,22,6,-1.4,-3,/
O=C(Cn1ccc(=O)[nH]c1=O)Nc1ccc(O)c([N+](=O)[O-])c1,-5,-2,10,0,-2.2,2,5,0.8,2,95
Cc1c(C(=O)NCCSCc2ccc(F)cc2)cnn1-c1ccc(Cl)cc1,0,-2,/,-5,/,2,/,0.4,/,95
O=C(NCCNC(=O)c1ccccc1[N+](=O)[O-])c1ccccc1[N+](=O)[O-],1,0,-3,-3,0.6,23,-3,-1.4,-4,/
COC(=O)c1ncn(C2OC(COC(C)=O)C(OC(C)=O)C2OC(C)=O)n1 (centres undefined),0,-2,6,0,-0.9,6,-7,-1.5,-1,84
OC(CN1CCN(c2ccccc2Cl)CC1)c1ccccc1 (centres undefined),-1,-1,-7,2,0.9,-1,-1,2.0,6,/
O=C(O)CSCc1c(F)cccc1Cl,/,1,13,-6,-2.4,-3,8,1.5,7,95
C[n+]1cnn2c1SCC1(COC1)C2,/,-1,2,-1,-0.3,-7,-3,0.3,-26,119

# 2 entries drawn at random from the list so far:
SMILES,Wnt act,V-ATPase pHluor,OPRM1-OPRD1 inv,Keap1-Nrf2 PPI,MOR-DOR ag,Arr AP2 block,RTF Ca sens act,C-LANA FP,RTF Ca sens inh,Pemphigus Ab inh
OC(CN1CCN(c2ccccc2Cl)CC1)c1ccccc1 (centres undefined),-1,-1,-7,2,0.9,-1,-1,2.0,6,/
COc1cc(C(=O)NCC2CCCO2)ccc1OCc1ccccc1 (centres undefined),-1,-5,14,-3,-2.7,20,-4,-0.6,-5,104

# (further entries)
SMILES,Wnt act,V-ATPase pHluor,OPRM1-OPRD1 inv,Keap1-Nrf2 PPI,MOR-DOR ag,Arr AP2 block,RTF Ca sens act,C-LANA FP,RTF Ca sens inh,Pemphigus Ab inh
O=C(O)CC(C(=O)OCC1CCCO1)N1CCOCC1 (centres undefined),-5,0,10,-4,-1.7,29,5,0.5,4,/
O=C(COC(=O)c1n[nH]c(=O)c2ccccc12)Nc1cccc(S(=O)(=O)N2CCOCC2)c1,-1,0,13,2,-3.2,-12,-4,1.8,-8,/
CC(C)c1ccc2c(c1)C(=O)NC(C)(C)C2,5,1,4,-3,-0.7,16,6,-1.4,-2,101
COc1ccc(N2CCN(C(=O)CSc3nc4c(c(=O)n(C)c(=O)n4C)n3C(C)C)CC2)cc1,/,2,-10,-1,1.6,4,-4,0.8,4,107
O=c1c2c(c(-c3ccccc3)nn1Cc1ccccc1)CCCC2,2,-1,-15,1,3.2,35,-4,0.3,3,105
COc1ccc(C)cc1NC(=O)CSc1nnc(-c2ccco2)n1N,/,6,12,-1,-2.7,-4,-3,1.0,-1,103
COc1ccccc1CNC(=O)CN1C(=O)NC(Cc2ccccc2)(c2ccccc2)C1=O (centres undefined),-3,-4,4,-2,-0.7,13,-6,-0.6,0,93
O=C1CC(SCc2nc3ccccc3[nH]2)C(=O)N1c1ccc(F)cc1 (centres undefined),/,-1,14,-4,-2.3,1,-8,-0.3,0,93
c1ccc(-c2ccc3nnnn3n2)cc1,4,-1,5,0,-1.0,40,5,1.1,6,/
CCCn1c(SCC(=O)Nc2ccccc2OC)nnc1-c1ccco1,-5,0,9,-5,-1.5,1,0,-0.5,-28,/
COc1ccc(O)c(CNc2ccccc2F)c1,0,-3,21,3,-4.2,6,-5,-1.7,-9,109
CCN(CC)CCOC(=O)c1ccc(NC(=O)CCNC(=O)Cn2ccc3ccccc3c2=O)cc1,/,4,6,-6,-1.1,5,1,1.7,-1,103
Fc1ccc(-c2cnc3n2CCCCC3)cc1,0,1,4,-4,-0.8,9,0,-0.5,0,106
c1csc(C2CCCN2c2nc3nonc3nc2NC2CC2)n1 (centres undefined),-1,-4,-28,-3,5.4,-9,2,0.2,-4,102
CC12CN3CCN(CC(C3)/C1=N\NC(=O)Nc1cccc(Cl)c1)C2,-1,-1,/,4,/,1,/,-0.1,/,100
COc1ccccc1C(=O)NCC(=O)NC1CCCc2ccccc21 (centres undefined),-3,-1,10,-12,-1.9,-10,5,-0.7,-1,111
C#CCOc1ccc(C2C3=C(COC3=O)Nc3cc4c(cc32)OCO4)cc1OC (centres undefined),1,7,4,-4,-0.9,5,9,1.5,-4,106
COc1ccc(/C=C(\NC(=O)c2ccc(Cl)cc2)C(=O)NCCCn2ccnc2)cc1OC,-3,6,-15,0,1.9,-2,-6,0.1,2,/
O=C(NCCc1ccccc1F)C1CCC(=O)N(Cc2ccc(Cl)cc2)C1 (centres undefined),-2,-2,19,0,-3.7,8,-2,0.7,-6,99
c1ccc(OCCSc2nc3ccccc3o2)cc1,/,1,-1,0,0.2,7,1,0.5,2,99
Cn1c(-c2ccc(F)cc2)cnc1SCC(=O)NNC(=O)Cc1ccccc1,-1,-1,/,0,/,-11,/,-1.1,/,105
CC(=O)OC(C)(C)C#CCN1CCCC1,/,-1,12,-1,-2.0,16,-6,-1.3,-2,102
Cc1ccc(C(=O)/C=C/Nc2ccc(S(=O)(=O)Nc3cc(C)nc(C)n3)cc2)cc1,-2,-14,5,0,-1.0,28,-3,-1.1,-1,97
N#CNC(=Nc1ccccc1)SCc1ccc(C(=O)O)cc1,-9,4,6,5,-1.1,15,4,0.1,-12,96
CCC1(CC)CNC(=O)NC1=O,1,-1,10,-3,-2.1,2,1,-1.0,1,/
CC(C)n1c(NCCO)nc2ccccc21,0,-2,16,0,-3.1,19,-3,-0.3,-9,102
O=C(Cn1ccc2ccccc2c1=O)N1CCN(c2cccc(Cl)c2)CC1,0,-2,-3,1,0.7,-12,-1,1.1,-8,/
O=C(Nc1ccc(Br)cc1)c1cnccn1,/,2,-1,6,0.2,10,1,-0.1,-11,100
CC(C(=O)N1CCOCC1)c1ccccc1 (centres undefined),-1,-1,-4,-7,0.8,35,2,-0.6,-16,96
COc1ccnc(Oc2ccccc2)c1C(=O)N/C=N/OCc1ccccc1,-8,0,9,-1,-1.8,9,7,-0.2,1,100
COc1ccccc1NC(=O)CCC(=O)Nc1cc(OC)c(NC(=O)c2cccs2)cc1OC,1,0,2,-3,-0.3,-9,-3,-0.7,7,/
COc1ccc(Cl)c(OC)c1C(=O)NC(=O)Nc1c(F)cc(F)cc1F,-2,0,/,-5,/,13,/,0.4,/,101
CC(C)OC(=O)Cn1nc(C(F)(F)F)c2c1CCCC2,1,0,6,3,-1.2,12,3,-1.6,-2,102
Cc1[nH][nH]c(=O)c1C(c1ccc(N(C)C)c(Br)c1)c1c(C)[nH][nH]c1=O,1,-1,4,2,-0.7,11,-5,-2.8,-14,90
O=C(Nc1ccccc1Cl)N1C2CCC1CC(O)(c1cccnc1)C2 (centres undefined),-2,1,14,-1,-3.0,-5,10,-0.7,-12,109
Cc1cc(C(=O)CSc2nnnn2-c2ccccc2)c(C)n1CCc1ccccc1,-7,0,2,0,-0.3,22,-3,-2.9,-8,98
Oc1c(Cl)cc(Cl)cc1/C=N/c1nccs1,-2,-5,0,-4,0.0,3,16,-0.9,-12,102
COc1ccc(Oc2c(Cl)cnn(-c3ccc(F)cc3)c2=O)cc1,21,1,6,-7,-1.2,28,4,-1.8,-6,98
COc1ccc(F)c(CN2CCC(n3nccc3NC(=O)CCCc3ccccc3)CC2)c1,0,1,-2,-1,0.8,31,1,1.3,0,107
C=CCn1c(SCc2ccc(C#N)cc2)nnc1-c1ccccc1,/,-6,-1,-4,0.2,-2,5,-2.2,-2,108
CC(NC(=O)c1cccnc1)C(=O)O (centres undefined),-7,1,-1,-3,0.1,15,-4,0.5,8,98
COc1ccc(NC(=O)c2cc3cc(OC)ccc3oc2=N)cc1,-1,-3,3,0,-0.6,14,-1,0.2,3,115
CCCc1cc(C(=O)OC)c(NC(=O)CCC(=O)O)s1,0,-6,18,4,-3.5,9,-3,-1.6,-4,103
CC(C)NC(=S)Nc1ccc2[nH]c(=O)[nH]c2c1,2,-1,8,-3,-1.5,25,-1,0.0,5,106
COc1ccc([C@H]2CC(=O)C=C(c3ccccc3C(F)(F)F)C2)cc1,-1,0,-20,-1,3.6,25,-2,2.4,-10,102
Cc1occc1C(=O)NNC(=O)Nc1ccc(Cl)c(Cl)c1,24,1,-2,-6,0.4,4,2,-0.6,-44,98
O=C(NS(=O)(=O)NC1CCCCC1)C1=C(N2CCCC2)COC1=O,0,0,19,-4,-3.5,-8,1,0.5,-1,100
